CBFb-RUNX1 inh: inhibitors of human CBF-beta and RUNX1 interaction; Q01196+Q13951; AlphaScreen CBFb-His/RUNX1-biotin binding, biochemical; Potency, µM (series often up to 59.8 µM), inactives show at the highest dose activity, negative = inhibition, hits mostly inhibitors; 230,000 tested, under 10 active; further: % of control where 0% means no effect
Target sequence (Q01196 whole entry, looked up): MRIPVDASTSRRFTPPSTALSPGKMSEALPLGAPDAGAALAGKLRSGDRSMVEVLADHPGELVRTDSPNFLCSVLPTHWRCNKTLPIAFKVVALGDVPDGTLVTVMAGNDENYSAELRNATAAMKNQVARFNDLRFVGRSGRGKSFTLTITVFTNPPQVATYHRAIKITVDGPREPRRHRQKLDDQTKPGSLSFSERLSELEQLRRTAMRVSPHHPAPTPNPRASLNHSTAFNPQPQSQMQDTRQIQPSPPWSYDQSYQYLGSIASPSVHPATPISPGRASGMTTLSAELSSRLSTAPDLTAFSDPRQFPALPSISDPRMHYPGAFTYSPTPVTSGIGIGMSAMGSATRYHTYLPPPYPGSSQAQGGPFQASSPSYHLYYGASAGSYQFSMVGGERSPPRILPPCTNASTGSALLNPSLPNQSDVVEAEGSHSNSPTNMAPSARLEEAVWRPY
Target sequence (Q13951 whole entry, looked up): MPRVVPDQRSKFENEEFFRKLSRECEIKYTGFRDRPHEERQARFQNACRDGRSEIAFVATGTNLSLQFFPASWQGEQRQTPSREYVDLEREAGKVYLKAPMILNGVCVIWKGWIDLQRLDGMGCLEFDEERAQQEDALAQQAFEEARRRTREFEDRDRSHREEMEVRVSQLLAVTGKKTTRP
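Inhibition was taken as any reduction in AlphaScreen signal from the CBF-beta–RUNX1 pair (His and biotin tags, 30 nM each), measured after compound (15 min) and bead (90 min) incubations at room temperature.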
IMPase Li cell: membrane-permeable IMPase blocker, potentiated with lithium | CHO-M1 cells, IP1 TR-FRET (IP-One), carbachol + lithium | Potency, µM (titrated, usually from 59.4 µM), for inactives: at the highest dose activity, negative = IMPase inhibition, usual class: inhibitors | 0.35% of 210,000 active;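 further: IP1 builds up when IMPase is blocked and the TR-FRET signal falls; potency means the concentration at half of the fitted maximal effect; plate controls were basal vehicle for no effect and high inhibitor control for full effect; nearly all actives have a fitted effect of over 50% in size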
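CHO cells stably expressing M1 receptor (2000/well, cultured 16–30 h) treated 30 min at 37C with compound plus low lithium. Cytosolic IP1 by TR-FRET (665/620 ratio and 620 channel) after 10 min lysis; AC50 by Hill fit.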
Epigenetic reg: derepresses silenced GFP reporter in murine cells; murine LDR cells, GFP reporter derepression, 30 h; 0.2% of 280,000 active; AID 1865; Potency, µM (series often up to 53.9 µM), inactives show top-dose GFP activation, actives largely listed as activators; further: potency means the concentration at half of the fitted maximal effect; % of control where 0% means no effect; nearly all actives have a fitted effect of over 60% in size
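Derepression of a silenced CMV-GFP reporter in murine LDR cells is scored by enumerating GFP-positive cells with a laser-scanning microplate cytometer after 30 hours of treatment at 37 C.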
Lamin A splicing: modulators of lamin A splicing; Potency, µM (top dose mostly 46.1 µM), for inactives: at the top dose ratio change, negative = inhibition, usual class: inhibitors; HeLa LMNA splicing GFP/RFP minigene ratio, 48 h; AID 1487; 0.01% of 200,000 active; active means well fitted inhibition curve with a large enough effect in the signal ratio, with a control signal flat, not every such curve was filed as active; inconclusive means small, poorly fitted or top-dose-only effect, or effect the other way, or a change in a side signal; the % refers to the signal ratio; further: potency means the concentration at half of the fitted maximal effect; on the % scale 0 is the no-effect control and ±100 the full control effect
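S3 HeLa stable clones carrying a lamin A-EGFP splicing minigene plus DsRed2 were seeded at 600 cells/well in Opti-MEM with 2% FBS, pin-dosed and incubated 48 h at 37°C. Acumen cytometry (488 nm) gave the GFP/RFP total-intensity ratio.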
Luc counter: Kinase-Glo luciferase inhibition (counter-screen); Q27757; AID 1379; Potency, µM (doses to about 38.3 µM), inactives show at the highest dose activity change, negative = inhibition, most hits filed as inhibitors; Kinase-Glo luciferase, ATP luminescence, 8 min; 0.28% of 200,000 active; further: potency means the concentration at half of the fitted maximal effect; on the % scale 0 is the no-effect control and ±100 the full control effect; nearly all actives have a fitted effect of over 60% in size
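Compound is pinned into ATP-containing buffer (10 uM ATP, imidazole pH 7.2, 7 mM MgCl2). Kinase-Glo luciferase reagent is then added. Light output is recorded following an 8-min room-temperature incubation.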
NPSR antagonist: blocks cAMP signaling of the human neuropeptide S receptor; CHO-NPSR cells, cAMP TR-FRET, antagonist mode; AID 1461; 1% of 220,000 active; Potency, µM (titrated, usually from 38.3 µM), without a hit: at the highest dose activity change, negative = inhibition, hits mostly inhibitors; further: potency means the concentration at half of the fitted maximal effect; on the % scale 0 is the no-effect control and ±100 the full control effect; nearly all actives have a fitted effect of over 50% in size; many of its hits are not listed in these tables
Target sequence (Q6W5P4 whole entry, looked up): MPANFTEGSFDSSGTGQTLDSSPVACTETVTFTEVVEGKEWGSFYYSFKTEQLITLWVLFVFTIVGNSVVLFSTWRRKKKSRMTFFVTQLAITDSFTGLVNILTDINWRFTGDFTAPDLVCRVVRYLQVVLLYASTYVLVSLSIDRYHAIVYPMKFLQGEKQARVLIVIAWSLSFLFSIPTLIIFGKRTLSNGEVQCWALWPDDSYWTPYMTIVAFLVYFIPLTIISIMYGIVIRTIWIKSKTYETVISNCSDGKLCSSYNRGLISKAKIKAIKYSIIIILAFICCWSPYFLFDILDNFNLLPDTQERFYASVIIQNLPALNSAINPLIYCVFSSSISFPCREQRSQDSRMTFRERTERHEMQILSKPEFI
HttQ103 aggreg: mutant huntingtin aggregation inhibition. PC12 HttQ103-GFP aggregates, Acumen cytometry, 40 h. Potency, µM (doses to about 46.1 µM), for inactives: top-dose activity change, negative = inhibition, hits mostly inhibitors. 1.1% of 220,000 active. AID 1688; further: potency means the concentration at half of the fitted maximal effect; on the % scale 0 is the no-effect control and ±100 the full control effect; nearly all actives have a fitted effect of over 60% in size
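Quantitative HTS on tebufenozide-induced (100 nM) PC12 cells stably expressing polyQ103 Huntingtin exon 1–GFP. Reduction of bright GFP aggregates, detected by laser scanning cytometry after lysis, identified actives across the titration.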
Active calls of the source: *; ? = inconclusive; · = no result given; & = joins results of further samples; [ ] = dose if it differs, or a comment. Unless noted, the call rests on the fitted dose curve; in most records, active means well fitted curve in the direction sought with a large enough effect; inconclusive means small, poorly fitted or top-dose-only effect, or another doubt; inactive means no such curve, though single readings can be large; an effect the other way counts as inactive or inconclusive.

| SMILES | NPSR antagonist | Lamin A splicing | Epigenetic reg | Luc counter | IMPase Li cell | CBFb-RUNX1 inh | HttQ103 aggreg |
| --- | --- | --- | --- | --- | --- | --- | --- |
| Cc1ncoc1C(=O)N1CCCC(CCC(=O)NCc2ccc(F)c(F)c2)C1 (configuration not stated) | 2.6% | 12.2%[46 µM] | 2.3% | 2.9% | 5.4% | 0.8% | 9.3%[9.22 µM] |
| CC(NC(=O)CC12CC3CC(CC(C3)C1)C2)C(=O)O (configuration not stated) | -7.0%[46.1 µM] | 3.7% | -0.2% | 1.8% | 13.7%[38.3 µM] | -0.5% | 11.8% |
| COc1cc(NC(=O)c2cc3c(C)nc4ccccc4c3o2)cc(OC)c1OC | ? | ? | 0.1% | 0.2% | 11.6%[38.3 µM] | -12.4% | ? |
| NS(=O)(=O)c1ccc(N/C=C\C(=O)c2ccncc2)cc1 | -10.5% | -8.4%[46 µM] | -1.0% | 3.2% | 1.8% | 2.0% | 7.6%[9.22 µM] |
| COC(=O)[C@@H](NC(=O)O[C@@H]1C(=O)c2ccc(OC)cc2O[C@H]1c1cccc(C(F)(F)F)c1)C(C)C | -36.4% | ? | 0.8%&0.2% | -0.9%&15.9% | -10.9%&4.5% | 1.6%&15.7% | -17.6% |
| Cc1cccc(CSCC(=O)NCc2ccc(S(N)(=O)=O)cc2)c1 | 3.7% | -0.1%[46 µM] | -0.4% | 2.3% | -1.6% | 2.4% | 4.0% |
| N=c1c2c(-c3ccccc3)c(-c3ccccc3)n(Cc3ccco3)c2ncn1CCCO | ? | · | 1.3% | · | · | -11.8% | 6.3%[9.22 µM] |
| Cc1ccc(S(=O)(=O)Nc2ccc(Oc3cccnc3)nc2)cc1 | 16.5% | ? | 1.1% | · | · | 6.9% | -4.8%[9.22 µM] |
| COc1ccc2c(c1)c1nc3ccccc3nc1n2CCn1c(=O)oc2ccccc21 | -22.8%[46.1 µM] | -3.4% | 0.0% | 4.6% | 1.2% | 15.8% | 21.0% |
| Cc1ccccc1NC(=O)c1c(C)nc(SCC(=O)OCc2ccccc2)c(C#N)c1-c1ccc(F)cc1 | -4.6%[46.1 µM] | -6.6% | 0.0% | 2.2% | 8.5% | 27.8% | -6.5% |
| Cc1ccc(NC(=O)Nc2cccc([N+](=O)[O-])c2)nc1 | 4.1% | · | 1.1% | -2.1% | 0.9% | -1.5% | -25.0% |
| Cc1ccc(S(=O)(=O)Nc2nc(-c3ccc(F)cc3)cs2)cc1 | ? | · | -2.1% | · | · | -13.4% | -0.3%[9.22 µM] |
| Cc1ccccc1NC(=O)CC(O)(C(F)(F)F)C(F)(F)F | 3.4%[46.1 µM] | -2.7% | -1.9% | -0.4% | -4.2%[38.3 µM] | 3.8% | -10.3% |
| Cc1onc(-c2ccccc2)c1C(=O)NCC1CCCO1 (configuration not stated) | -2.5%[46.1 µM] | 13.3% | 1.0% | -0.2% | 15.8%[38.3 µM] | 7.8% | -4.1% |
| O=C(NCCOc1ccccc1)c1ccccc1NC(=O)C1CCCO1 (configuration not stated) | -7.2% | · | 1.1% | 2.7% | -7.2% | 8.1% | 2.1% |
| CSc1ccccc1NC(=O)CN(C)CC(=O)Nc1cccc(Br)c1 | -23.8% | · | -5.3% | -2.6% | 10.6% | 19.2% | -23.7% |
| O=C(NCC1CCCO1)c1ccccn1 (configuration not stated) | -5.0%[46.1 µM] | -7.8% | -0.9% | -0.6% | 3.0% | 10.1% | -1.6% |
| O=C(Nc1cc(N2CCCCC2)ncn1)c1ccccc1 | -14.5% | 14.7%[46 µM] | 1.1% | 2.0% | 4.5% | -0.3% | 2.3% |
| C=CCc1cccc(/C=N/NC(=O)CCC(=O)Nc2ccc(C)cc2)c1O | 9.5% | ? | -3.2% | 0.5% | -5.5% | -7.5% | ? |
| Cc1ccc(Oc2c(F)c(F)nc(N3CCCC3)c2F)cc1 | -5.1% | -4.5% | 1.0% | -3.9% | 15.5% | 10.8% | 0.8% |
| CCOC(=O)c1c(C)[nH]c(C)c1C(=O)COc1ccc(NC(=O)c2ccco2)cc1 | -8.5%[46.1 µM] | -15.8% | 0.0% | 2.5% | 13.7% | 8.9% | 5.5% |
| COc1cccc(OCc2cc(C3Nc4ccccc4C(=O)N3Cc3ccco3)ccc2OC)c1 (configuration not stated) | ? | ? | 1.0% | -1.3% | 26.1% | -19.9% | 8.5% |
| Cc1nc(NC(=O)c2ccco2)sc1C(=O)Nc1ccc(Br)cc1 | -8.9%[46.1 µM] | ? | -1.2% | -4.8% | -8.4%[38.3 µM] | -3.5% | -3.9% |
| CCOC(=O)c1ccc(NS(=O)(=O)c2ccc(Cl)nc2)cc1 | -8.5% | ? | -1.4% | 4.7% | 2.9% | 2.1% | 0.8% |
| COc1ccc(NC(=O)Cc2coc3cc(C)c(C(C)C)cc23)cc1S(=O)(=O)N1CCOCC1 | -1.6%[46.1 µM] | ? | 1.3% | 2.1% | 9.8% | 6.4% | -8.2% |
| COc1cc(-c2nc3cnccn3c2Nc2ccc(C)cc2)ccc1O | ? | ? | 1.0% | 19.1% | 12.3%[38.3 µM] | 3.9% | 15.9% |
| Cc1cc(C)c2c(c1)c(C)cc1nnc(SCC(=O)NCc3ccco3)n12 | -2.2%[46.1 µM] | -0.8% | -1.0% | -3.8% | 38.0%[activator][38.3 µM] | -3.1% | -12.5% |
| COc1ccccc1CNC(=O)c1cn(C)c2ccc(S(=O)(=O)N3CCCCC3)cc2c1=O | -22.5% | -6.2%[46 µM] | -4.8% | 0.6% | 6.4% | 12.6% | 5.2% |
| COc1ccc(-c2nn3c(-c4ccccc4)nnc3s2)cc1 | ? | ? | -0.7% | 2.7% | 27.0%[38.3 µM] | 0.9% | 13.4%[9.22 µM] |
| COc1ccc(/C(O)=C2\C(=O)C(=O)N(Cc3ccco3)C2c2ccc(OC)cc2OC)cc1 (configuration not stated) | -2.1%[46.1 µM] | 6.0% | -1.2% | -3.8% | -20.2%[38.3 µM] | 3.2% | 2.5% |
| O=C(NC1CCCC1)C1CCCN(S(=O)(=O)c2ccc(-n3cnnn3)cc2)C1 (configuration not stated) | -1.4%[46.1 µM] | 0.3% | 0.0% | -5.5% | -9.0%[38.3 µM] | 3.7% | -2.7% |
| O=C(c1ccc([N+](=O)[O-])cc1)N1CCc2ccccc2C1 | -0.5% | 5.4% | -1.0% | -0.7% | 4.9% | 0.3% | 7.5% |
| O=C(O)/C=C\C(=O)NCc1cccnc1 | 12.4% | · | 2.8% | 0.8% | -7.0% | 6.4% | 22.6% |
| Cc1ccc(-c2nc(SCC(=O)NCCN3C(=O)CSC3=O)[nH]c2-c2ccc(C)cc2)cc1 | -16.5%[46.1 µM] | 5.4% | 0.0% | -2.0% | -0.2%[38.3 µM] | -11.9% | -7.6% |
| O=C(c1ccc(-c2ccccc2)cc1)c1ccc([N+](=O)[O-])cc1 | 8.2% | · | 0.1% | · | · | -7.7% | 1.3%[9.22 µM] |
| N/C(CCS(=O)(=O)c1ccc(Cl)cc1)=N\OC(=O)c1ccccc1Cl | -25.8% | · | 0.5% | · | · | 7.0% | 3.0%[9.22 µM] |
| Cc1ccc(-c2cc[n+](Cc3ccccc3)cc2)cc1 | 6.1% | -16.9%[46 µM] | -1.6% | -4.9% | 18.0% | -1.3% | 11.1%[9.22 µM] |
| O=C(O)/C(=C\c1cccs1)Sc1nnc(-c2ccc(F)cc2)o1 | -17.2% | · | -4.2% | 1.8% | 3.1% | -3.7% | -14.7% |
| CN1C(=O)C(=O)N(CC(=O)N2CCc3ccccc32)C1=O | -4.9%[46.1 µM] | 4.6% | 1.8% | 3.3% | 17.5%[38.3 µM] | -2.9% | 3.9%[9.22 µM] |
| O=C(c1ccccc1)N1CN2CN(C(=O)c3ccccc3)CC([N+](=O)[O-])(C2)C1 | 26.0% | -3.7% | 1.0% | 0.0% | -4.4% | -3.7% | 30.7% |
| COc1cc(S(=O)(=O)Nc2ccccn2)ccc1F | 0.7%[46.1 µM] | -5.9% | -0.1% | -3.2% | 36.4%[activator][38.3 µM] | 2.9% | 3.7% |
| O=C(c1ccc(Cl)cc1)N1CCN(c2cccc3[nH]ccc23)CC1 | 8.5%[7.67 µM] | · | -1.4% | · | · | -3.7% | 17.0%[9.22 µM] |
| On1nnc2ccccc21 | 10.8% | · | 0.0% | · | · | 10.8% | -1.2%[9.22 µM] |
| Cc1cccc(OCCOCCN2CCOCC2)c1C | 7.0%[46.1 µM] | -10.0% | 2.9% | 7.6% | 23.8%[38.3 µM] | 8.8% | -29.9% |
| CCc1c(C)c(C#N)c2nc3ccccc3n2c1Cl | ? | ? | ? | 2.0% | 1.0% | 1.2% | 1.9% |
| COc1ccc(C2C(C(=O)c3ccc(C)o3)=C(O)C(=O)N2c2cc(C)on2)cc1OC (configuration not stated) | 8.1%[46.1 µM] | 4.5% | -0.3% | -3.4% | 10µM* | -0.1% | 0.4% |
| C=CCNC(=O)CSc1nc2sc(C)c(C)c2c(=O)[nH]1 | 3.1% | -8.5% | 0.0% | 0.5% | 1.1% | 3.8% | 1.0% |
| CCc1ccccc1OCc1nnc(N)s1 | 9.6%[7.67 µM] | 0.7% | ? | 1.2% | 1.6%[38.3 µM] | 1.1% | -12.5% |
| Cn1c(=O)c2c(ncn2CC(=O)N2CCN(C(=O)c3ccco3)CC2)n(C)c1=O | 26.1% | · | 1.2% | -2.8% | 5.5% | 6.4% | 24.3% |
| CCOc1ccc(-n2c(=O)c3c4c(sc3n(CC(=O)NCCCOC)c2=O)CCCCC4)cc1 | -10.7% | -16.6%[46 µM] | -5.9%&-1.8% | 0.6% | -18.4% | 4.1% | -4.0% |
| CC1(C)S[C@H]2C(NC(=O)[C@@H](N)c3ccc(O)cc3)C(=O)N2[C@@H]1C(=O)O (some centres not stated) | · | 0.4% | -1.3% | -4.1% | 8.5% | ? | 0.8% |
| Cn1nccc1NC(=O)Nc1ccc(OC(F)(F)F)cc1 | 2.4% | · | -0.9% | · | · | 5.4% | 12.2%[9.22 µM] |
| CCOC(=O)c1cc(-c2ccc(OC)cc2OC)nn1-c1ccc(C(=O)O)cc1 | -4.4% | · | 0.5% | 2.5% | -3.5% | 3.1% | ? |

Compound activity (PubChem BioAssay)

Only part of the results is shown; the hit share may differ from the screen's.
